XIAP displacement: small molecules displacing peptide from XIAP – biochemical, IAP family, fluorescence polarization (AID 1018). XIAP BIR domain, fluorescence polarization peptide displacement; higher % means a stronger effect. one-dose displacement, % at 20 µM; IC50 in µM for titrated hits. 0.007% of 200,000 active; in the data active means displacement above about 50%; further: a part of the inactive calls stands beside numbers as strong as those of hits
M1AAP inhibition: P. falciparum M1AAP inhibitors, biochemical, fluorogenic H-Leu-NHMec substrate, 1536-well (AID 1445); 0.42% of 220,000 active; recombinant M1AAP, H-Leu-NHMec fluorogenic kinetic assay; higher % means a stronger effect; inhibition, % at 30 µM, or IC50 in µM where a hit was titrated;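 active means primary inhibition above the hit cutoff, then over 50% inhibition at one or more dose response concentrations, cut at about 23% in these data, passing the limit was not always enough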;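 further: plate controls were DMSO full reaction for no effect and no enzyme background for full effect; strong numbers were not always called active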
SIAH1 antagonists: Siah-1 peptide-binding antagonists, primary screen, biochemical, fluorescence polarization, rhodamine-plectin, uHTS (AID 1817). 0.02% of 290,000 active. Siah-1 / rhodamine-plectin peptide fluorescence polarization; higher % means a stronger effect. displacement, % at 20 µM; hits with a dose series show IC50 in µM;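 active means displacement of at least 50% at 20 µM, with a fluorescence ratio check between 0.3 and a set limit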;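 further: plate controls were Siah plus tracer with DMSO for no effect and tracer alone without Siah for full effect; strong numbers were not always called active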
M17LAP inhibition: P. falciparum M17LAP inhibitors, primary screen, biochemical, fluorogenic H-Leu-NHMec substrate, 1536-well (AID 1619); recombinant M17LAP, H-Leu-NHMec fluorogenic kinetic assay; higher % means a stronger effect; one-dose inhibition, % at 30 µM; IC50 in µM for titrated hits; 0.38% of 220,000 active;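 active means compound inhibiting the enzyme by more than half at any dose during confirmatory dose-response retesting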;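 further: plate controls were full reaction with DMSO carrier for no effect and no enzyme background for full effect; strong numbers were not always called active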
LYP phosphatase: inhibitors of LYP phosphatase, biochemical, fluorescence intensity, uHTS (AID 1779); recombinant LYP phosphatase, fluorescence intensity; higher % means a stronger effect; 0.054% of 290,000 active; inhibition, % at 11.5 µM, or IC50 in µM where a hit was titrated;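 further: plate controls were vehicle with enzyme for no effect and no enzyme for full effect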
Dynein cargo inh: blocks dynein driven cargo transport along microtubules. z-score, hits read low. 0.47% of 220,000 active. 3617.4 mouse cells, GR-EGFP nuclear translocation imaging; test concentration mostly 20 µM; stimulated with dexamethasone, 1 µM; active compounds read low;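 active means plate z-score of nuclear minus cytoplasmic receptor signal below a set negative limit, without overly bright fluorescence or cell loss, cut at about -3.5 in these data, passing the limit was not always enough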;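 further: z-score of nuclear minus cytoplasmic ring GR-EGFP intensity difference per well; some compounds called inactive have numbers as strong as hits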
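medium = tetracycline-free induction medium containing charcoal-stripped FBS | also added = 1.0 µM final dexamethasone stimulus | schedule = 48 h induction, 1 h compound, 30 min dex at 37 °C | technique = fixed, Hoechst-stained cells imaged at 10x for EGFP | measure = GR-EGFP nuclear translocation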
AID2073: disruptors of CaV2.2 binding to Mint1 – biochemical, HTRF (AID 2073). one-dose inhibition, % at 20 µM; IC50 in µM for titrated hits. HTRF protein-protein interaction, Mint1-CaV2.2; higher % means a stronger effect. 0.19% of 290,000 active; in the data active means inhibition mostly above about 51%, no sharp cut-off; further: some results filed as inactive read as strong as hits
PMI inhibitors: inhibitors of human PMI, primary screen, biochemical, fluorescence intensity, coupled assay (AID 1209); inhibition, % at 20 µM, or IC50 in µM where a hit was titrated; 0.42% of 190,000 active; purified PMI enzyme, coupled fluorescence intensity; higher % means a stronger effect;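 further: plate controls were DMSO vehicle for no effect and wells lacking substrate for full effect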
PMI inhibition: MPI inhibition at elevated mannose 6-phosphate – biochemical, fluorescence intensity, high mannose 6-phosphate, primary screen (AID 1220). 0.66% of 190,000 active. one-dose inhibition, % at 20 µM; IC50 in µM for titrated hits. recombinant PMI enzyme, coupled fluorescence intensity; higher % means a stronger effect
Dynein cargo inh cytoplasmic EGFP: further read-out of Dynein cargo inh, marked with its call; z-score; measured here: cytoplasmic GR-EGFP intensity; active compounds read high
Dynein cargo inh nuclear GR-EGFP: second read-out of Dynein cargo inh, no call of its own (marks repeat the call); z-score; measured here: nuclear GR-EGFP intensity;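 lower value marks the stronger effect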
Dynein cargo inh cell count: recorded beside Dynein cargo inh, whose call it bears; z-score; measured here: cell count per field
An asterisk follows results filed as active; / = no result given. Unless noted, no stated cut-off is given here; in the data, active means inhibition above about 50%; inactive means the rest.

SMILES | XIAP displacement | M1AAP inhibition | SIAH1 antagonists | M17LAP inhibition | LYP phosphatase | Dynein cargo inh | Dynein cargo inh cytoplasmic EGFP | Dynein cargo inh nuclear GR-EGFP | Dynein cargo inh cell count | AID2073 | PMI inhibitors | PMI inhibition
O=C(c1ccccc1)N1N=C(c2ccccc2)CC1c1ccccc1[N+](=O)[O-] (stereo unspecified) | -3.3% | 4% | 2% | -17% | -9% | -0.025 | -0.12 | 0.067 | 0.57 | 0% | 2% | 28%
Cc1ccc(S(=O)(=O)CC(C)N2CCOCC2)c(S(=O)(=O)CC(C)N2CCOCC2)c1 (stereo unspecified) | -3.6% | 0% | 1% | -9% | 0% | -1 | -0.0089 | -0.42 | 0.48 | 9% | -44% | -53%
N/C(=N\OC(=O)c1cc(-c2ccccc2)nc2ccccc12)c1cccnc1 | -2.9% | 2% | -7% | -10% | -4% | -0.026 | -0.24 | -0.42 | -0.58 | 5% | 9% | 4%
COc1cc2c(cc1OC)C(c1ccc(-c3cc(Cl)ccc3Cl)o1)=NCC2 | -50% | 2% | 5% | 4% | -3% | -0.07 | 0.42 | 0.21 | -0.57 | 6% | 14% | 7%
O=C1CCC(=O)N1CCSC(=S)N1CCOCC1 | / | 7% | 1% | -14% | -8% | -0.3 | -0.31 | -0.26 | 1.2 | -2% | / | /
O=C(O)c1ccc(COc2ccccc2/C=C2/NC(=O)N(c3cccc(Cl)c3)C2=O)cc1 | 0.4% | 9% | 6% | 8% | 11% | 0.49 | -0.26 | 0.36 | 0.52 | 11% | -2% | 9%
CCOCCCNC(=S)Nc1ccc(S(N)(=O)=O)cc1 | -2.7% | 10% | -6% | -9% | 2% | -0.73 | -0.22 | -0.51 | 0.75 | -18% | 0% | -2%
Nc1nnc(SCC(=O)OCC(=O)NC2CCCCC2)s1 | -3.3% | 1% | -1% | 23% | -5% | -0.22 | -0.34 | -0.0073 | 0.48 | -7% | 1% | 0%
CCOc1ccccc1C(=O)NCCC(=O)O | -2.0% | 0% | -2% | 12% | -10% | -1.5 | -0.25 | -0.76 | 1 | 37% | 5% | -2%
CCCn1nc(C(=O)N2CCc3ccccc3C2)c2ccccc2c1=O | -15% | 10% | 4% | 2% | -6% | -0.79 | -0.25 | -0.99 | 0.81 | -1% | 7% | 0%
c1cnc(N2CCN(Cc3c[nH]c4ccccc34)CC2)nc1 | -4.1% | 9% | 1% | -2% | -8% | -0.67 | -0.13 | -0.45 | 0.052 | -4% | 4% | 10%
COCC(C)NC(=O)c1ccc(N(C)C)cc1 (stereo unspecified) | -8.2% | 0% | -3% | -1% | -2% | -0.45 | -0.18 | -0.017 | 0.37 | -5% | -3% | 1%
CCN(CC)C(=O)c1sc(NC(=O)c2ccc(Br)o2)c(C(=O)OC)c1C | -1.7% | 1% | 5% | 7% | 0% | 0.3 | -0.0034 | 0.052 | -0.016 | -6% | -2% | -3%
COc1ccc(N2CC(C(=O)Nc3ccc(F)cc3F)CC2=O)cc1 (stereo unspecified) | -1.4% | 1% | 4% | -7% | 2% | -0.028 | -0.23 | 0.0025 | 0.85 | 0% | 11% | 8%
COC(=O)[C@H](C)NC(=O)Nc1cccc(C(F)(F)F)c1 | -3.7% | 2% | -3% | 0% | -4% | 0.48 | -0.14 | -0.58 | -0.64 | -5% | 3% | 5%
Oc1ccccc1N1CCN(C(=S)NCCc2ccccc2)CC1 | -6.2% | 9% | -4% | -1% | -2% | -0.62 | -0.19 | -0.56 | 1 | 13% | 9% | 5%
COc1ccc(Oc2nc(C(F)(F)F)nc3ccccc23)cc1 | -4.9% | -1% | 0% | -8% | -1% | -0.66 | -0.11 | -0.7 | 0.94 | 4% | 15% | 12%
COc1ccccc1OP(=O)(O)Oc1ccccc1OC | -2.1% | 3% | 0% | 2% | 1% | -0.13 | -0.25 | 0.22 | 0.42 | 8% | -20% | -9%
CCCCOC(=O)c1cc(=O)[nH]c2ccc(C)cc12 | -7.2% | 0% | -2% | 6% | -3% | -0.72 | -0.33 | 0.0073 | 1 | 13% | 18% | 40%
CCOC(=O)N1CCC(N2CC34C=CC(O3)C(C(=O)Nc3ccc(OCC)cc3)C4C2=O)CC1 (stereo unspecified) | -4.5% | 8% | -2% | 11% | -9% | -0.9 | -0.23 | -0.45 | 0.65 | -4% | 2% | 7%
CCc1ccc(CNC(=O)C2CCN(S(=O)(=O)N3CCC4(CC3)OCCO4)CC2)cc1 | -6.2% | 0% | 3% | 7% | 2% | -0.34 | -0.27 | -0.24 | 0.49 | 46% | -3% | 4%
CCOC(=O)c1sc2nc3n(c(=O)c2c1C)CCC(C)CC3 (stereo unspecified) | -0.2% | 1% | 1% | 5% | 2% | -0.18 | -0.24 | 0.14 | 0.67 | 12% | 10% | 3%
CCOC(=O)C(NC(C)=O)(N1CCOCC1)C(F)(F)F (stereo unspecified) | -3.3% | 0% | 4% | 6% | -3% | -0.22 | -0.19 | -0.092 | 0.1 | -1% | 4% | 4%
COc1ccc(NCC(=O)Nc2ccc(C#N)cc2)cc1Cl | -6.0% | 6% | 1% | -3% | -4% | -0.87 | -0.22 | -0.14 | 0.075 | -7% | 14% | 13%
O=C(NCc1ccc2c(c1)OCO2)c1nn2cccnc2c1Cl | -2.6% | 1% | -1% | -2% | -11% | -0.48 | -0.23 | -0.2 | 0.24 | 2% | 13% | 1%

Next part:
SMILES | XIAP displacement | M1AAP inhibition | SIAH1 antagonists | M17LAP inhibition | LYP phosphatase | Dynein cargo inh | Dynein cargo inh cytoplasmic EGFP | Dynein cargo inh nuclear GR-EGFP | Dynein cargo inh cell count | AID2073 | PMI inhibitors | PMI inhibition
COc1ccc(NC2c3ccccc3C(=O)N2c2cccnc2)cc1Cl (stereo unspecified) | -2.2% | 2% | -2% | -41% | -8% | 4.7 | 0.15 | 2.9 | -1.9 | 10% | 6% | 6%
Cc1ccc(NC(=O)CN2CCC(C(N)=O)CC2)cc1[N+](=O)[O-] | -4.6% | 0% | 4% | -2% | -3% | -0.08 | -0.23 | 0.21 | 0.67 | 2% | -6% | -8%
O=S(=O)(c1cccc(-c2nn3c(-c4ccncc4)nnc3s2)c1)N1CCOCC1 | -5.6% | -1% | -1% | -4% | -2% | 0.098 | -0.16 | 0.59 | -0.81 | 6% | 7% | 12%
Nc1nc2n(n1)C(c1ccccc1Cl)CC(c1ccc(F)cc1)N2 (stereo unspecified) | -6.0% | 2% | 3% | -11% | -7% | -1.3 | -0.23 | -0.63 | 0.32 | 33% | 7% | 13%
CN(c1ccc(C(=O)NCCC2=CCCCC2)cc1)S(C)(=O)=O | -5.2% | 8% | -2% | -6% | -2% | -0.8 | -0.18 | -0.14 | 1.2 | -8% | 1% | 2%
Cc1cc(=O)n2nc(N3CCCC(C(=O)NCc4ccco4)C3)sc2n1 (stereo unspecified) | 0.5% | 2% | 1% | 9% | -2% | -0.57 | -0.22 | 0.14 | 0.81 | -6% | 3% | -1%
COCCCNC(=O)c1ccc2c(c1)CCN2S(C)(=O)=O | -0.4% | 3% | -1% | 7% | -8% | -0.043 | -0.2 | 0.22 | 1.4 | -4% | 4% | -8%
COc1cccc(-n2c(C)nnc2SCC#N)c1 | -6.7% | -1% | 0% | -11% | -5% | -1.3 | -0.18 | -0.33 | 0.2 | 1% | -21% | -4%
COC(=O)c1ccc(CSc2nc3c(cnn3-c3ccc(Cl)cc3)c(=O)[nH]2)o1 | -31% | 9% | -4% | 7% | -10% | 0.14 | -0.13 | -0.18 | 0.47 | 15% | 10% | 6%
Cc1ccc(S(=O)(=O)c2nc(-c3ccccc3)oc2NCCCN2CCOCC2)cc1 | -7.2% | 3% | 0% | -8% | 4% | 0.61 | -0.31 | 0.49 | 0.39 | -10% | -6% | -1%
COC(=O)NCC(C)OC(=O)Nc1cccc(Cl)c1 (stereo unspecified) | 2.6% | 3% | -1% | 10% | -10% | 1.2 | -0.19 | 0.67 | -1.2 | -1% | -8% | -9%
COc1ccc(C(=O)COC(=O)c2ccc3ccccc3n2)cc1 | 1.0% | 5% | 1% | 20% | -2% | 3.7 | -0.13 | 1.6 | -1.8 | 26% | -6% | 3%
Cc1c(Nc2nc3ccccc3nc2NS(=O)(=O)c2cccc(Cl)c2)c(=O)n(-c2ccccc2)n1C | -1.1% | 16% | -2% | 21µM* | -1% | 2.2 | -0.22 | 1.9 | -0.94 | 5% | -13% | -16%
CN(Cc1cnccn1)C(=O)CC1C(=O)NCCN1Cc1cccc(Oc2ccccc2)c1 (stereo unspecified) | -0.4% | / | 6% | / | -4% | -0.34 | -0.26 | 0.3 | 0.12 | 1% | 0% | 16%
CCCCNC(=S)NC(=O)c1ccccc1Br | 1.1% | -1% | 6% | 8% | 1% | -0.28 | -0.25 | 0.012 | 0.89 | -4% | -1% | 6%
